TcdB inh: TcdB glycohydrolase inhibitors, primary screen, biochemical, single point, plate reader; TcdB glycohydrolase enzymatic assay; inhibition, % at 9.99 µM; 350,000 compounds, 0.24% hits; AID 652162, 2013; Toxin B (Clostridioides difficile), P18177; in the data active means inhibition above about 10%
Rv3671c inh: Rv3671c serine protease inhibitors, primary screen, biochemical, fluorescence polarization, M. tuberculosis H37Rv; P9WHR9; inhibition, % at 5.96 µM; 320,000 compounds, 0.048% hits; AID 2606, 2010; in the data active means inhibition above about 38%;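 further: extracellular domain of Rv3671c used as enzyme; 0% = enzyme with DMSO and 100% = no enzyme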
Target sequence (P9WHR9 whole entry, looked up, the tested form may be a part): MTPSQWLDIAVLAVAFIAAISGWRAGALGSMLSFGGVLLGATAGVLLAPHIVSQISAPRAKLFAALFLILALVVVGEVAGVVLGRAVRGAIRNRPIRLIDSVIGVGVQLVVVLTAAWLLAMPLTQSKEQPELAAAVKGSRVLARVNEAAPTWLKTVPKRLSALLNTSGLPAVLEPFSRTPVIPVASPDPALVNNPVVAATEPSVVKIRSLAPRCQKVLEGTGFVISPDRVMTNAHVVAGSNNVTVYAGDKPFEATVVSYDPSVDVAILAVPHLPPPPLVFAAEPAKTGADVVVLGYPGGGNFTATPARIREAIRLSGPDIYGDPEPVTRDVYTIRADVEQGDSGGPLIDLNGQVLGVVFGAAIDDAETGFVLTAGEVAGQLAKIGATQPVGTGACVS
PrPC TRFRET: inhibitors of human cell surface prion protein PrPC, primary screen, cell-based, TR-FRET. Major prion protein (Homo sapiens), P04156. TR-FRET read-out. inhibition, % at 13.8 µM. 370,000 compounds, 0.43% hits; in the data active means inhibition above about 24%; further: 0% = median of the test wells and 100% = reference compound wells
VHR inh abs: VHR1 phosphatase inhibitors, primary screen, biochemical, absorbance, uHTS; Dual specificity protein phosphatase 3 (Homo sapiens), P51452; recombinant VHR phosphatase, pNPP absorbance; inhibition, % at 13.3 µM; 290,000 compounds, 0.52% hits; in the data active means inhibition above about 50%; further: some compounds called inactive have numbers as strong as hits
Target sequence (P51452 whole entry, looked up): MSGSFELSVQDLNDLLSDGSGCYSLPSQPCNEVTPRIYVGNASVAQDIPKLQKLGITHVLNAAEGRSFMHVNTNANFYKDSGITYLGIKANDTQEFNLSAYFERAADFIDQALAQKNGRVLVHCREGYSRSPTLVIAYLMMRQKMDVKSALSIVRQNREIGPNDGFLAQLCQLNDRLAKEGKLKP
Y pestis TopoI: Yersinia pestis topoisomerase I inhibitors, primary screen, biochemical, cleavage product accumulation, plate reader, single point. DNA topoisomerase I (Yersinia pestis CO92). Y. pestis Topo-I cleavage product accumulation. activity, % at 10 µM. 360,000 compounds, 0.064% hits; in the data active means activity above about 50%, passing the limit was not always enough; further: inactives centre near 2
SSB-PriA inh: inhibitors of Klebsiella pneumoniae PriA binding to SSB C-terminal tail, primary screen, biochemical, AlphaScreen; inhibition, % at 33 µM; AlphaScreen SSBct-PriA binding, biotinylated peptide; PriA–SSB C-terminal tail interaction (Klebsiella pneumoniae); 430,000 compounds, 0.6% hits; in the data active means inhibition mostly above about 37%, no sharp cut-off; inactive means mostly below about 20%;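 further: plate controls were negative control peptide for no effect and reference peptide for full effect; strong numbers were not always called active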
MazEF act: activators of E. coli MazEF toxin-antitoxin RNase, primary screen, biochemical, fluorescence, uHTS; activation, % at 20 µM; AID 504720, 2011; Endoribonuclease toxin MazF (Escherichia coli (strain K12)), P0AE70; 350,000 compounds, 0.32% hits; FAM/BHQ RNA-DNA oligo cleavage fluorescence, 5 h; in the data active means activation above about 50%
Target sequence (P0AE70 whole entry, looked up): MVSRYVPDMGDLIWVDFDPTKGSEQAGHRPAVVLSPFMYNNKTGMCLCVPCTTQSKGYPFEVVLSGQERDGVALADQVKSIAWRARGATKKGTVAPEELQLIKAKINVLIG
CCHFV vOTU inh: CCHFV vOTU protease inhibitors, primary screen, biochemical, Pep-AMC substrate, fluorescence; Crimean-Congo hemorrhagic fever virus L polyprotein viral ovarian tumor (vOTU) protease …; inhibition, % at 11.5 µM; 370,000 compounds, 0.55% hits; AID 651958, 2012; in the data active means inhibition above about 30%; further: 0% = vehicle wells with enzyme and 100% = no enzyme wells
BH1578 lux ind: inducers of Vibrio cholerae quorum light production without autoinducers, primary screen, BH1578 luxS cqsA deficient, single point | V. cholerae BH1578 lux reporter, luminescence, 6 h | activation, % at 18.7 µM | 350,000 compounds, 0.16% hits | AID 588436, 2011; in the data active means activation mostly above about 9.7%, no sharp cut-off; further: not every result past the cut was called active; inactives centre near 0; reference of the scale not given here
SARS 3CLpro inh: SARS-CoV 3CLpro protease inhibitors, primary screen, biochemical, quenched FRET; 290,000 compounds, 0.14% hits; AID 1706, 2009; inhibition, % at 6 µM; Replicase polyprotein 1ab (Severe acute respiratory syndrome coronavirus), P0C6X7; recombinant SARS-CoV 3CLpro, quenched FRET peptide cleavage; in the data active means inhibition above about 12%
Numbers without * were called inactive; i = inactive; nt = no result given; & = joins results of further samples. An excerpt, so the mix of outcomes need not match the whole.

Each structure is followed by: PrPC TRFRET	Y pestis TopoI	TcdB inh	SARS 3CLpro inh	MazEF act	CCHFV vOTU inh	Rv3671c inh	BH1578 lux ind	VHR inh abs	SSB-PriA inh
- COc1ccccc1CC(=O)Nc1cccc(C)n1
  -3	3	-0.3	-1	4	-5	1	-3.3	30	-9
- O=C1NCCCN1Cc1ccc(Cl)cc1
  -7	14	0.8	-7	0	-8	6	-10	-4	2
- CCN(CC)S(=O)(=O)c1ccc(C(=O)Nc2ccc3c(c2)OCCO3)cc1
  22	15	nt	-1	2	3	-5	-2.9	3	5
- CCOC(=O)c1cc(-c2csc(COc3ccccc3Cl)n2)on1
  -5	-12	-2.3	-4	-8	-5	-1	-0.4	0	-11
- CCCCOc1ccc(S(N)(=O)=O)cc1
  4	-7	nt	6	-8	-3	2	-0.4	-8	-5&-6
- Cn1c(CCNC(=O)c2ccccc2F)nnc1SCc1nc2ccccc2c(=O)[nH]1
  2	9	-3.3	-6	0	22	4	-0.7	11	-12
- CCCCn1nnc(NC(=O)Cc2ccc(Cl)cc2)n1
  -1	-12	nt	0	-16	-6	0	i	-4	-9
- COc1ccc2cc(CN(C(=O)Nc3ccccc3OC)C3CCCC3)c(=O)[nH]c2c1
  7	-3	nt	4	1	-6	1	i	12	3
- Cc1ccccc1C(=O)Nc1ccc2c(c1)OCCO2
  -2	-2	1.6	2	-24	-7	nt	-0.8	-5	18
- NS(=O)(=O)c1ccc(NC(=S)N2CCN(S(=O)(=O)c3ccc(F)cc3)CC2)cc1
  7	nt	nt	1	nt	0	-5	nt	-1	nt
- CC1CNCCN1c1ccc(Cl)cc1 (stereo unspecified)
  6	-7	1.2	nt	4	-2	nt	-1.3	nt	-1
- Cc1ccc(C(=O)NCCC(=O)Nc2ccccc2C)cc1
  -9	-17	-0.4	3	8	5	1	-0.3	13	6
- CCCCN1C(=O)C(CC(=O)NCCN2CCOCC2)CC(C(=O)N(C)C)=C1C (stereo unspecified)
  7	2	0.6	nt	10	-4	nt	i	nt	nt
- Cc1cc(C)n(C2CC(=O)N(c3ccc(C)c(Cl)c3)C2=O)n1 (stereo unspecified)
  4	-4	1.6	1	-5	0	0	i	-4	-2
- CC(=O)Nc1nc(N2C(=O)c3ccccc3C2=O)n(-c2ccccc2)n1
  -1	25	nt	-3	2	13	-6	-0.6	18	-9
- Cc1ccc([N+](=O)[O-])cc1/C=N/Nc1nnnn1-c1ccccc1
  7	-2	nt	-1	8	-4	8	1.6	26	nt
- CC(C)NC(=O)COC(=O)/C=C/c1ccc(F)cc1
  -3	3	0.2	0	0	-5	-4	-0.3	0	-6
- CC1=CC(C)(C)Nc2ccc(OC(=O)CN3C(=O)CCC3=O)cc21
  -12	3	nt	-3	3	-19	-3	i	30	11
- O=C(Nc1ccc(NC(=O)c2cccs2)cc1)c1ccc2c(c1)OCCO2
  5	-5	0.6	2	-8	-6	-24	-2.1	13	0
- O=C1CN=C(c2ccc(Br)cc2)c2c(sc3c2CCCC3)N1CCN1CCCCC1
  -4	34	6.0	-2	-5	-7	-1	-1.7	22	10
- O=C(NCC1CCCO1)c1ccc(Br)o1 (stereo unspecified)
  0	-2	-0.6	0	-18	27	5	-0.3	19	-1
- O=C(c1ccco1)N1CCN(Cc2cc(=O)c(OCc3cccc(F)c3)co2)CC1
  -1	2	1.3	nt	8	3	3	i	nt	8
- N#CCC(=O)N/N=C\c1cccc(OC/C=C/c2ccccc2)c1
  -1	15	-1.6	3	-2	17	-6	0.3	-2	nt
- Cc1ccc(NC(=O)c2cc(-c3ccc(C)c(C)c3O)n[nH]2)cc1C
  4	8	0.5	-3	-6	13	-109	i	2	-19
- O=C(Nc1ccccc1F)c1ccncc1
  -4	9	nt	-5	4	4	-1	nt	16	-5
- O=C(O)c1ccc(/C=N/NC(=O)c2ccc(Br)cc2)cc1
  6	-2	nt	-1	1	-6	-12	-0.2	-4	nt
- Cc1ccc(-n2c(=O)c3sccc3n(Cc3cc(=O)n4ccccc4n3)c2=O)cc1
  -5	-3	nt	4	2	-28	7	-0.3	-15	-2
- C[C@H](NC(=O)c1nc[nH]c1C(=O)NC1CCNCC1)C(=O)OC(C)(C)C
  -2	2	-1.5	nt	5	4	-3	i	nt	-4
- COc1ccccc1CCNC(=O)CNC(=O)c1ccc2ccccc2c1
  -8	16	-0.6	-5	5	0	-1	-0.5	60	-15
- CC(C)C1=NN2C(=N)CC(=O)N=C2S1
  0	1	2.6	7	1	-6	-1	-0.3	18	-11
- Cn1nnnc1SCC(=O)Nc1ccccc1Br
  -4	2	-0.6	1	1	6	3	i	41	8
- C=CCn1c(SCC(=O)c2cc(C)n(C(C)COC)c2C)nc2sc(C)c(C)c2c1=O (stereo unspecified)
  1	-1	nt	-1	-12	-9	-29	4.2	-6	4
- Cc1sc2nc(SCC(=O)NCCO)n(-c3ccccc3)c(=O)c2c1C
  -1	2	1.4	0	10	11	1	-0.1	1	-4
- CCOc1ccc(NC(=O)Nc2cccn(Cc3ccccc3)c2=O)cc1
  30*	-1	0.9	0	9	3	1	-0.3	7	-3
- COCc1nnc(NC(C)=O)s1
  8	-9	-1.1	6	4	-7	-2	0.5	6	-11
- C(=N\Nc1nc2ccccc2[nH]1)/c1ccc2c(c1)OCCO2
  -2	-24	1.4	6	-15	10	4	-0.6	-1	i
- CC(=O)Oc1c(-c2ccc(Br)o2)oc2ccccc2c1=O
  0	4	2.4	-1	3	-116	-1	-0.4	49	0
- CSC1=NCCN1C(=O)Cc1ccc(Cl)cc1
  -7	5	1.3	2	4	-1	2	-0.3	12	-6
- CCOCCCNC(=O)CN1C(=O)COc2ccc(S(=O)(=O)N3CCCCCC3)cc21
  -3	0	2.2	-3	3	9	-10	2.1	14	-2
- CN1C(=O)/C(=C/c2ccccc2OCc2cccc(F)c2)NC1=S
  1	3	nt	2	36	6	-2	i	-14	1
- CC1(C)Cc2c(C#N)c(SCC(=O)c3ccccc3)nc(N3CCOCC3)c2CO1
  2	-2	nt	1	-18	12	-1	i	-35	1
- NC(N)=NN=C1CCC(c2ccccc2)CC1 (stereo unspecified)
  4	-11	-0.5	5	-10	5	4	-0.3	-19	-7
- Cc1ccc(S(=O)(=O)NN2C(=O)c3ccccc3NC2c2ccccc2O)cc1 (stereo unspecified)
  0	2	1.4	2	8	1	-4	i	-1	8
- CC(C)(C)OC(=O)CNC(=O)c1[nH]cnc1C(=O)Nc1ccc(Cl)cc1
  3	0	0.2	nt	-26	3	-26	i	3	-25
- Cc1c(F)cccc1NC(=O)CCCCCC1NC(=O)NC1C (stereo unspecified)
  -1	4	0.5	0	10	6	-12	-0.2	-19	1

A draw from above in order of number of heavy atoms, ascending.
Each structure is followed by: PrPC TRFRET	Y pestis TopoI	TcdB inh	SARS 3CLpro inh	MazEF act	CCHFV vOTU inh	Rv3671c inh	BH1578 lux ind	VHR inh abs	SSB-PriA inh
- CN1C(=O)/C(=C/c2ccccc2OCc2cccc(F)c2)NC1=S
  1	3	nt	2	36	6	-2	i	-14	1
- CCOc1ccc(NC(=O)Nc2cccn(Cc3ccccc3)c2=O)cc1
  30*	-1	0.9	0	9	3	1	-0.3	7	-3
- CC1(C)Cc2c(C#N)c(SCC(=O)c3ccccc3)nc(N3CCOCC3)c2CO1
  2	-2	nt	1	-18	12	-1	i	-35	1

Next results
Each structure is followed by: PrPC TRFRET	Y pestis TopoI	TcdB inh	SARS 3CLpro inh	MazEF act	CCHFV vOTU inh	Rv3671c inh	BH1578 lux ind	VHR inh abs	SSB-PriA inh
- CCCc1c(C(=O)Nc2ccc(OC)cc2)cnn1-c1ccccc1
  3	-8	3.8	2	6	5	6	i	-15	-4
- C/C(=N/NC(=O)c1ccc2c(c1)OCO2)c1cccc([N+](=O)[O-])c1
  2	1	1.1	-1	1	-4	2	i	13	nt
- CSc1nc(N)nc2c1ncn2CC(=O)NCC1CCCO1 (stereo unspecified)
  5	1	0.9	nt	9	-10	-4	i	nt	3
- COc1ccc(C(=O)COC(=O)CCn2nnc(-c3cccc(O)c3OC)n2)cc1
  0	26	nt	-4	-6	6	0	i	15	-11
- CC(O)COc1ccc(/C(=N/O)c2ccccc2)cc1 (stereo unspecified)
  4	2	nt	-4	-1	6	4	-1.8	15	nt
- Cc1cccc(C)c1NC(=O)CN(C)C(=O)CC1CC2CCC1C2 (stereo unspecified)
  -1	3	-0.2	nt	1	-5	-1	-0.4	nt	5
- C[C@@H]1CN([C@H](C)CO)C(=O)CCCn2nncc2CO[C@H]1CN(C)Cc1cccc2c1OCCCO2
  2	-10	0.3&-1.6	nt	9	1	nt	-0.4	nt	nt
- Cc1ccc(C(=O)NC(N(C)C)C(Cl)(Cl)Cl)cc1 (stereo unspecified)
  -3	-8	0.1	2	5	-4	15	-0.1	5	-11
- COC(=O)c1sccc1-n1cccc1C(=O)C(=O)Nc1ccc(F)cc1
  -7	-11	0.2	6	13	-9	8	i	-3	25
- CC(=O)C[C@H](O)CC(=O)[C@H]1OC(=O)CCCCCc2ccccc21
  0	9	1.8	nt	0	2	6	-1.5	nt	-9
- CCS(=O)(=O)c1ccc2c(c1)N(S(C)(=O)=O)CC(C(=O)NCCOC)O2 (stereo unspecified)
  5	3	nt	0	-2	-2	1	i	4	-12
- O=C(NNC(=O)c1cc2cc3ccccc3nc2s1)c1cccc(Cl)c1
  -1	-3	nt	2	0	8	-17	0.3	20	-14
- COc1ccc(NC(=O)NC2(C)CCS(=O)(=O)C2)cc1 (stereo unspecified)
  4	7	-6.9	2	4	6	nt	-0.6	16	-9
- Cc1cc(C)c(S(=O)(=O)c2cccc(C)c2C)c(=O)[nH]1
  3	4	1.5	3	-2	-2	6	-1.2	-13	-2
- CC(=O)n1cc(C2CC(=O)OC3=C2CC(=O)C(C)(C)C3)c2ccccc21 (stereo unspecified)
  -4	2	-0.7	nt	32	-1	nt	-4.5	nt	nt
- Nc1ccc(C(=O)NC23CC4CC(CC(C4)C2)C3)cc1
  -2	-2	0.3	4	-12	-1	-2	-2.1	11	-11
- Cc1ccc(C(=O)OCc2cn(-c3ccccc3)nn2)cc1
  -3	2	3.3	4	3	10	2	-0.9	9	-14
- Cc1c(C(=O)NC(=S)NCC(C)C)oc2ccccc12
  -2	1	1.8	-3	-5	-5	-1	i	4	-4
- COc1ccc(C(C)=O)cc1CSc1nc2ccccc2c(=O)n1-c1cccc(C)c1
  -7	13	nt	-1	-38	-23	-18	-0.5	26	2
- CCOC(=O)c1cnc2c(C(F)(F)F)cccc2c1N1CCOCC1
  -3	-4	nt	3	6	9	4	-2.6	7	-11
- CC(C(=O)NC1CCCC1)N(C(=O)Cn1nnc(-c2ccc(F)cc2)n1)c1ccccc1F (stereo unspecified)
  9	38	0.6	8	-1	20	1	-0.2	-20	-5
- COC(=O)c1c(C)[nH]c(C(=O)/C=C/c2ccccc2)c1C
  -1	-5	nt	-4	4	0	7	0.0	-5	12
- COC(=O)c1ccc(-n2c(C)cc(-c3csc(NC(=O)c4ccc(S(=O)(=O)N(C)C)cc4)n3)c2C)cc1
  -3	-5	0.3	2	15	5	-17	-0.2	3	13
- O=C1CN(C(=O)COC(=O)c2cc(Cl)ccc2[N+](=O)[O-])c2ccccc2N1
  -11	7	1.6	nt	0	-6	nt	-1.4	nt	nt
- NS(=O)(=O)c1ccc(NC(=O)c2ccc3nccnc3c2)cc1
  -32	5	0.4	4	16	4	-6	-0.3	23	-14
- CN(c1ccc(OCC(=O)OCC(=O)Nc2ccccc2F)cc1)S(=O)(=O)c1cccs1
  -3	11	0.1	6	-5	-7	1	-0.2	-1	-1

Screening results deposited in PubChem by several laboratories.
